LRH-1 inv ag – suppresses constitutive activity of human LRH-1. HEK293T StAR-luciferase reporter, LRH-1 transfected, 24 h. O00482. inhibition, % at 3.6 µM. 360,000 compounds, 0.13% hits. AID 602396;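 active = inhibition above the mean inhibition of all tested compounds plus 3 SD, cut at about 73% in these data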;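 also: 0% = DMSO wells and 100% = reporter-only cells lacking LRH-1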
ABHD5 PLIN5 PPI – blocks binding of human ABHD5 to perilipin-5; AID 602281; 360,000 compounds, 0.78% hits; inhibition, % at 4 µM; Q00G26+Q8WTS1; Split G. princeps luciferase complementation, luminescence, 4 h;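 active = inhibition above the mean inhibition across every tested compound plus 3 SD, cut at about 22% in these data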;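 also: 0% = DMSO only wells and the 100% control is not disclosed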
SRC2 inh – inhibits human steroid receptor coactivator 2; Q15596; HEK293 GAL4-SRC2 luciferase reporter, luminescence; inhibition, % at 9 µM; 370,000 compounds, 0.17% hits; AID 651957;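 active = inhibition above the mean inhibition of all tested compounds plus 3 SD, set per campaign, cut at about 52% in these data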;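 also: 0% = DMSO treated cells and 100% = cells given Gossypol at 36 µM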
TROY signal inh – TROY signaling inhibition. Q293 LMP1-TROYcd NF-kB luciferase reporter, 4 h. inhibition, % at 10 µM. 360,000 compounds, 0.98% hits;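 active = compounds whose plate-normalised and pattern-corrected inhibition of the luciferase reporter signal at the single screening dose is 50% or more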
NR2F2 inh – inhibitors of human COUP-TFII (NR2F2) | AID 686940 | HEK293T NGFI-A luciferase reporter, luminescence | P24468 | inhibition, % at 8.6 µM | 370,000 compounds, 0.7% hits;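 active = inhibition above a per-plate cutoff, mean inhibition of test wells between control levels plus 3 SD, cut at about 38% in these data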;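 also: cells cotransfected with COUP-TFII expression vector driving the NGFI-A reporter; 0% = median of COUP-TF2 test wells and 100% = reporter-only cells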
SRC1 inh – inhibitors of human steroid receptor coactivator 1 (SRC1) | Q15788 | HEK293 GAL4-SRC1 luciferase reporter, luminescence | inhibition, % at 3.6 µM | 360,000 compounds, 0.12% hits | AID 588354;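 active = inhibition above the campaign mean plus 3 SD, with each screening campaign given its own cutoff, cut at about 60% in these data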;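 also: 0% = DMSO treated cells and 100% = gossypol at 36 µM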
SRC3 inh – inhibits human SRC3 coactivator. inhibition, % at 3.6 µM. 360,000 compounds, 0.17% hits. HEK293 GAL4-SRC3 luciferase reporter, luminescence;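 active = inhibition above a per-campaign cutoff, the mean of all compounds plus 3 SD, cut at about 60% in these data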;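 also: 0% = DMSO-treated cells and 100% = gossypol-treated cells at 36 µM; higher means less SRC3-driven luciferase light from the GAL4 reporter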
TWEAK Fn14 block – inhibitors of TWEAK-Fn14 interaction signaling | TWEAK-stimulated Fn14 reporter cells, luciferase luminescence, 8 h | inhibition, % at 10 µM | 360,000 compounds, 2% hits | AID 1159606; in the data active = inhibition above about 50%
NOD2 RIPK2 PPI – NOD2-RIPK2 protein interaction inhibition; 360,000 compounds, 0.38% hits; O43353; CHO BLA complementation NOD2-RIPK2, CCF4 ratio; AID 624267; inhibition, % at 4.98 µM; in the data active = inhibition above about 21%;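 also: 0% = vehicle only and 100% = reference blocker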
TLR9-MyD88 inh – TLR9-MyD88 interaction inhibition; CHO BLA complementation TLR9-MyD88, CCF4 FRET ratio; inhibition, % at 4.98 µM; 340,000 compounds, 0.21% hits;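 active = inhibition above the mean over all tested compounds plus 3 SD, cut at about 21% in these data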;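 also: 0% = DMSO only wells and 100% = clavulanate BLA inhibitor control wells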
Target sequence (Q99836 whole entry, looked up): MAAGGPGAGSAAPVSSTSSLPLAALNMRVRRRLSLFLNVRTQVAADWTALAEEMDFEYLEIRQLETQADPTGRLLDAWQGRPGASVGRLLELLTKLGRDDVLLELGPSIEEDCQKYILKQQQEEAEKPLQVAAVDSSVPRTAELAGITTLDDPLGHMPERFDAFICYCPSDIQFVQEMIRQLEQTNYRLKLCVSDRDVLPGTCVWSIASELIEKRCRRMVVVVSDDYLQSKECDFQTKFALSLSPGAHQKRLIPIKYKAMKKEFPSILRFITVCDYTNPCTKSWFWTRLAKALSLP
Target sequence (Q9NR96 whole entry, looked up): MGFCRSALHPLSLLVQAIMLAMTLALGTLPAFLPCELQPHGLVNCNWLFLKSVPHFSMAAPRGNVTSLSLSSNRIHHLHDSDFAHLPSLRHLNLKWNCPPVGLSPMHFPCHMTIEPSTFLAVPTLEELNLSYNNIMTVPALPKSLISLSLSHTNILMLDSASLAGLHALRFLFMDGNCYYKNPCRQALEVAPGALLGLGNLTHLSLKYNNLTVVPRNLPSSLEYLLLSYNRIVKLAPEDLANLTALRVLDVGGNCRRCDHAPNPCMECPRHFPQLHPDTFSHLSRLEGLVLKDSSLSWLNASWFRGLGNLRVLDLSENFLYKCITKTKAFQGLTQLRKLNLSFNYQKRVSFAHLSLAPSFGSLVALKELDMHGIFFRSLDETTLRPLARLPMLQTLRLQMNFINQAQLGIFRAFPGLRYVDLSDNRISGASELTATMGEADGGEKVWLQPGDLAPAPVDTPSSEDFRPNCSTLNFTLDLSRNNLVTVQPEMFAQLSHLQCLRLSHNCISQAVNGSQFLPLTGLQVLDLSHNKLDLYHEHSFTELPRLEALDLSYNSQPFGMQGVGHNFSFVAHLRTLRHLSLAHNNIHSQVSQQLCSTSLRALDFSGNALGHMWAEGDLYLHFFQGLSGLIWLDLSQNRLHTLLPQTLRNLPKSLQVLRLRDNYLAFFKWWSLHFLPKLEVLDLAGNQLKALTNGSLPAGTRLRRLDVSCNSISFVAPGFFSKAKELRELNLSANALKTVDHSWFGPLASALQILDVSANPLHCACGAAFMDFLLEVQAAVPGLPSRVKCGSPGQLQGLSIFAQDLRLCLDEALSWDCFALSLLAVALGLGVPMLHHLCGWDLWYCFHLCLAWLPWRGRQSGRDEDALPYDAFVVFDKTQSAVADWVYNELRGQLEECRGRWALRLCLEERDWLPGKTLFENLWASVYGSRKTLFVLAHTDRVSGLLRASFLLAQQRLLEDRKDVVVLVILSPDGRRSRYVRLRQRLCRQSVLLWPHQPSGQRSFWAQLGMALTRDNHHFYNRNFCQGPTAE
Granule exo inh – lytic granule exocytosis inhibition. TALL-104 LAMP-1 surface exposure, flow cytometry; cells stimulated with thapsigargin and PMA. inhibition, % at 10 µM. 360,000 compounds, 0.66% hits;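 active = inhibition above about 55%, limit read from the data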
Active calls of the source: *; x = no result given. The list is partial, so the mix of outcomes need not match the whole.

SMILES	LRH-1 inv ag	ABHD5 PLIN5 PPI	SRC2 inh	TROY signal inh	NR2F2 inh	SRC1 inh	SRC3 inh	TWEAK Fn14 block	NOD2 RIPK2 PPI	TLR9-MyD88 inh	Granule exo inh
Cc1cc(NC(=O)COC(=O)C2CC(=O)N(c3ccc(C)c(Cl)c3)C2)no1 (stereo unspecified)	2	-6	18	9	-11	-47	18	-8	-2	6	-2
COc1cc(-c2cc(C(=O)N3CCN(c4ccccn4)CC3)c3ccccc3n2)cc(OC)c1OC	-12	2	3	5	-25	17	26	37	2	-2	4
COc1cc(NC(=O)COC(=O)CNC(=O)c2ccc(C)cc2)c(C)cc1[N+](=O)[O-]	-1	2	-19	-15	6	9	5	2	0	4	1
O=C(NCCC1=CCCCC1)C1CCN(S(=O)(=O)c2cccc3cccnc23)CC1	-71	1	-15	-28	-27	-22	-16	-16	4	-8	-5
N#CCC(=O)Nc1ccc(C(=O)OCC(=O)NNC(=O)c2ccc(Cl)cc2)cc1	-11	-6	-1	-8	-6	-25	-5	-4	0	-5	6
C#CCNC(=O)C[C@@H]1C[C@@]2(C(=O)OC)CCCCC=C2N(CCC2=CCCCC2)C1=O	-8	-3	2	-12	12	x	x	6	9	x	-4
COc1ccc(C(=O)NN/C=C/C(=O)c2ccc(Br)cc2)cc1	-27	9	-7	-56	2	-25	-15	18	12	10	-3
CCOC(=O)C1(C)CCN1C(=O)c1cccc(OC)c1 (stereo unspecified)	7	-1	1	2	7	6	-15	-2	-4	x	2
O=C(NN=C1C2CC3CC(C2)CC1C3)c1ccccc1O	-28	1	-14	-14	-15	-21	-16	-1	6	0	4
CCc1ccc(NC(=O)CCc2nc3ccccc3[nH]2)cc1	-5	4	-18	-6	15	1	-7	9	-5	10	-7
Cc1ccc(/C=C/C(=O)Nc2cccc(S(=O)(=O)N3CCOCC3)c2)o1	17	12	-6	9	15	-12	14	-1	0	-2	-6
Cn1c(SCC(=O)N2CC(=O)Nc3ccccc32)nnc1C(F)(F)F	-17	4	-14	-8	-11	4	-1	-3	-4	1	-2
COc1cccc(/C=N/Nc2ncccc2[N+](=O)[O-])c1OC	-80	-2	20	75*	15	-29	19	100*	-17	-13	-5
COc1ccc(CNC(=O)c2cc3cccc(O)c3oc2=N)cc1	-6	1	-17	-22	8	2	17	-12	6	4	2
COc1ccc(CN2CCNC(=O)C2CC(=O)NC2CCCC2)c(C)c1C (stereo unspecified)	11	-5	-4	-15	-8	-11	1	7	0	7	0
FC(F)(F)c1cnc(N2CCC(=NOCc3ccc(Cl)cc3)CC2)c(Cl)c1	5	-1	-20	-6	1	-8	3	16	-5	5	-2
Cc1nc(S(=O)(=O)c2ccc(Cl)cc2)c(NCc2ccccc2)o1	-9	3	-23	0	4	3	-8	15	9	4	2
CC(=O)Nc1ccc(SCC(=O)N(CCC#N)c2cc(C)cc(C)c2)cc1	10	1	14	-5	-5	-26	9	2	-8	3	-2
COCCn1c(SCC(=O)NCC2CCCO2)nc2c(c1=O)SC(C)C2 (stereo unspecified)	6	3	-1	-3	5	-5	-3	7	0	9	-2
CCCNC(=O)c1ccc(Cl)c(Cl)c1	0	-7	0	3	-5	-8	-4	-19	-7	-1	0
Cc1cnccc1CN(C)Cc1cn(C)nc1-c1ccc(Oc2ccccc2)cc1	-7	10	-6	-1	4	-5	16	11	11	6	8
O=C(CCOc1ccccc1)NNC(=O)c1ccccc1	-12	5	-12	-26	11	-12	2	-13	-1	-1	3
CCOc1cc(C(=O)OC(C(=O)NC(=O)NC)c2ccccc2)ccc1OCC(=O)N1CCOCC1 (stereo unspecified)	11	0	-19	-5	-15	-16	-6	-5	0	-1	5
C=CCn1c(O)c(C(CC)=NCc2cccnc2)c(=O)[nH]c1=O	17	12	-27	-14	-24	14	6	12	0	4	-2
Cc1ccccc1OCCC(=O)Nc1ccc(F)c(Cl)c1	-6	-11	3	-12	6	12	5	-23	2	-10	10
CCOc1ccccc1NC(=O)Cn1nc(-c2ccco2)ccc1=O	2	13	-6	10	5	-13	-21	4	-19	-12	-6
Cc1c(C(=O)Nc2ccc(-c3nnc4n3CCCCC4)cc2)oc2ccc(Br)cc12	-50	10	-10	-7	11	-7	16	1	-1	-9	0
CCOc1ccc(Br)cc1S(=O)(=O)NC(=O)c1ccccc1	-3	-2	-16	-17	-10	4	8	15	-8	0	15
CCN(CC)C(=O)c1cccc(-c2csc(C(O)c3ccc(OC)cc3)n2)c1 (stereo unspecified)	17	1	14	21	17	-8	-9	20	-5	x	-8
O=S(=O)(NCCCO)c1ccc2c(c1)Cc1cc(S(=O)(=O)NCCCO)ccc1-2	22	-5	12	6	2	11	-2	-16	-6	-2	-2
O=S(=O)(c1ccc(F)cc1)N1CCN(S(=O)(=O)c2cc(F)ccc2F)CC1	12	-2	-53	2	12	-13	8	4	-3	3	3
CC(=O)Nc1nnc(COc2ccc(Cl)cc2)s1	-134	-2	-50	-32	-37	-85	-77	-9	0	8	0
Cc1cccc(N2CC(C(=O)O)CC2=O)c1C (stereo unspecified)	14	-5	-27	2	-10	-17	17	-12	-6	1	2
O=C(Nc1ccccc1)C1=C[C@H](C2CCCCC2)C[C@H](OCCCCO)O1	-8	-9	-10	67*	12	-24	2	57*	12	-7	-1
Cc1cccc(N2Cc3ccc(Br)cc3C2)c1	-62	-6	-35	-58	-23	-35	-39	-29	-4	-2	4
CCOC(=O)Cn1c(-c2cccnc2)nc(-c2ccccc2)c1-c1ccccc1	11	4	6	15	8	7	19	-2	-9	-4	-5
CN(C(=O)CSC1=Nc2ccccc2C2=NC(c3ccccc3)C(=O)N12)C1CCCCC1 (stereo unspecified)	-22	3	6	-12	7	-1	-5	0	4	3	-1
CCCN1CCCC[C@H]1C(=O)Nc1c(C)cccc1C	9	7	9	5	-3	-4	15	-24	-12	-11	-3
CCc1cc(C(=O)N(CCCOC)c2c(N)n(Cc3ccccc3)c(=O)[nH]c2=O)sc1C	9	-6	7	71*	-1	-23	-1	2	-5	2	18
Cc1ccc(CCC(=O)Nc2ccccc2C(=O)O)o1	-64	-16	-50	12	-29	-148	-35	13	-13	-4	-2
COc1ccc(N2CCN(C(=O)C34CCC(C)(C(=O)C3)C4(C)C)CC2)cc1 (stereo unspecified)	-5	2	14	-6	-1	6	9	0	0	-3	-7
O=C(COC(=O)c1ccc(F)cc1)NCc1ccc(F)cc1	2	-4	4	0	5	-15	-1	1	-15	-4	-1
CCOC(=O)Cc1csc(NC(=O)CSc2nnc(-c3ccc(NS(=O)(=O)CC)cc3)o2)n1	-24	0	0	-2	3	-8	7	-1	6	-1	-5
O=c1[nH]c(Cc2ccccn2)nc2scc(-c3ccccc3Cl)c12	2	-5	-17	18	17	-15	8	10	2	8	0
Cc1cc(C)cc(NS(=O)(=O)c2ccc(NC(=O)C3CCCCC3C(=O)O)cc2)c1 (stereo unspecified)	16	-7	14	-2	11	13	3	6	-4	4	-1
COc1ccccc1NC(=O)N1CCCC(C(=O)Nc2cccc(C)c2C)C1 (stereo unspecified)	-2	3	-11	1	19	-13	-10	1	-7	-3	-3
On1c(-c2ccc(Cl)cc2)nc2ccccc21	-58	0	-60	-48	-1	-78	-73	-9	5	x	8
O=C(CSc1nc2ccccc2c(=O)[nH]1)Nc1ccc(S(=O)(=O)N2CCCC2)cc1	35	-1	-35	23	-5	4	-4	-17	-2	2	0
O=C(NCc1cccs1)C1CCN(S(=O)(=O)c2cccc3nsnc23)CC1	-5	1	2	23	-6	4	21	-3	-4	8	0
CC(C)N(Cc1ccccc1)C(=O)COC(=O)c1cnccn1	-4	4	-4	-12	3	2	-2	-5	9	-10	-7
COC(=O)CNc1cc(S(=O)(=O)N2CCCCC2)ccc1Oc1ccc(C(=O)OC)cc1	-5	-16	-3	13	8	-64	0	-7	3	-1	9
COc1ccccc1C(CC(=O)c1ccccc1)CC(=O)c1ccccc1	20	3	-15	-1	12	-14	-2	-6	-17	2	1
COc1ccc(C(=O)c2ccccc2)cc1CN1CCOCC1	9	-6	-2	14	17	2	8	-2	5	6	4
O=C1NCC(O)=C1C=NCCCO	-8	1	3	-11	-1	-6	13	14	10	1	0
c1csc(CNCCN2CCOCC2)c1	12	3	-6	10	5	8	-16	1	-12	-2	-2
COc1cc(C(=O)NCC(=O)N/N=C/c2c(C)[nH]c3ccccc23)cc(OC)c1OC	13	4	-14	8	-10	11	7	-11	-1	8	-11
CCOC(=O)c1cc(CC)sc1NC(=O)c1ccc(N2CCOCC2)c([N+](=O)[O-])c1	25	2	x	4	x	-9	-8	-56	-1	4	-1
Cc1nnc(SCc2nc3ccccc3[nH]2)s1	10	-3	6	14	-15	-9	0	-10	-4	3	4
COc1cc(C=NCc2ccccc2)ccc1O	18	-4	10	8	19	-16	-5	3	1	9	3
CCOc1ccc(NS(=O)(=O)c2ccc(C(=O)N3CCN(C(C)=O)CC3)cc2)cc1	19	5	-11	-9	-3	-21	-9	0	5	2	-6

Results in NR2F2 inh and SRC2 inh, for two of the compounds above:
Structure,NR2F2 inh,SRC2 inh
Cc1cc(C)cc(NS(=O)(=O)c2ccc(NC(=O)C3CCCCC3C(=O)O)cc2)c1 (stereo unspecified),11,14
COc1ccc(N2CCN(C(=O)C34CCC(C)(C(=O)C3)C4(C)C)CC2)cc1 (stereo unspecified),-1,14

(continued)
SMILES	LRH-1 inv ag	ABHD5 PLIN5 PPI	SRC2 inh	TROY signal inh	NR2F2 inh	SRC1 inh	SRC3 inh	TWEAK Fn14 block	NOD2 RIPK2 PPI	TLR9-MyD88 inh	Granule exo inh
CC(C)n1c(/N=C/c2ccccc2O)nc2ccccc21	-6	3	-15	4	8	-12	12	13	-1	-2	-6
N#Cc1nc(-c2ccco2)oc1NCc1ccco1	-10	1	14	-18	24	-12	-3	-28	-1	1	0
CN(C(=O)C1CCC1C(=O)O)c1nc(-c2ccc(Cl)s2)cs1 (stereo unspecified)	-18	-6	5	-51	-4	-2	13	5	-2	1	-2
CCCNC(=O)c1cc(-c2ccc3c(c2)OCO3)on1	-154	-2	-10	-14	-39	-107	-111	51*	-3	-11	6
COC(=O)Cc1ccc2oc(-c3cccnc3)nc2c1	-70	0	-21	-19	-35	-26	-55	-10	-7	-3	-4
COc1ccc2[nH]c(=O)c(C(c3nnnn3C3CCCC3)N(C)C3CCCCC3)cc2c1 (stereo unspecified)	-13	6	-6	-11	4	-5	-14	-1	1	3	-4
CS(=O)(=O)N(CC(=O)N1CCC(C(N)=O)CC1)c1ccc(Oc2ccccc2)cc1	11	-5	-2	x	0	-12	1	11	-2	10	-3
O=C(c1ccccc1F)N1CCN(c2ccc([N+](=O)[O-])c(NCC3CCCO3)c2)CC1 (stereo unspecified)	13	-6	-5	18	23	-15	11	-18	-5	-5	-1
Cn1c(SCc2ccc(Br)cc2)nnc1-c1cccs1	8	2	32	-36	15	-3	16	-18	3	3	-1
OCCC#Cc1ccc(CN2CCN(CCc3ccccc3)C(CCO)C2)cc1 (stereo unspecified)	3	-8	2	0	-23	-19	-8	-5	-1	-5	-9
